# RPL19A TOR yeast = RPL19A-GFP expression modulators in yeast, primary screen, cell-based, S. cerevisiae, multiplex flow cytometry, MLPCN. S. cerevisiae RPL19A-GFP strain, 3 h; hits give low values. percent response vs DMSO, % at 10 µM. hit rate 0.3% among 330,000. AID 2025, 2009;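 active = percent response vs DMSO below 50%; inconclusive = fewer than 70 events counted for the yeast strain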;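 also: median channel GFP fluorescence of the barcoded RPL19A-GFP strain; ratio of sample median GFP to plate DMSO average so 100% = DMSO; lower means less RPL19A-GFP as with rapamycin TOR inhibition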
# MEP2-GFP yeast = modulators of MEP2-GFP levels in yeast, primary screen, S. cerevisiae, multiplex flow cytometry, MLPCN library; S. cerevisiae MEP2-GFP strain, 3 h; 100% = DMSO control level; GFP response vs DMSO, % at 10 µM; hit rate 0.51% among 330,000; AID 2016, 2009;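 active = GFP response versus DMSO above a set limit, roughly screen mean plus 3 SD, cut at about 180% in these data; inconclusive = fewer than 70 cells counted for a yeast strain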;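 also: median GFP fluorescence of the barcode-gated MEP2-GFP cells per well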
# Yeast superoxide = reduction of superoxide in aged yeast, primary screen, HTS; S. cerevisiae aged cells, superoxide DHE fluorescence; hits give low values; superoxide response (% of plate mean), % at 10 µM; hit rate 0.18% among 330,000;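 active = superoxide response under a set limit, about three screen SD below normal, cut at about 65% in these data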;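 also: yeast aged for seven days with compound at 30 °C before DHE staining; 100% = average MFI of all compound-treated wells on the plate with controls excluded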
# AGP1-GFP MLPCN = modulators of AGP1-GFP expression in yeast TOR pathway, primary screen, cell-based, multiplex flow cytometry, S. cerevisiae, MLPCN library | 3 h; GFP as percent of DMSO wells | GFP response vs DMSO, % at 10 µM | hit rate 0.02% among 320,000 | AID 2066, 2009;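 active = GFP response relative to DMSO above a set limit, near screen average plus 3 SD, cut at about 150% in these data; inconclusive = fewer than 70 cells counted for the yeast strain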;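 also: median GFP channel fluorescence of the gated AGP1 strain per well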
# CIT2-GFP yeast = modulators of CIT2-GFP expression in yeast, primary screen, S. cerevisiae, GFP fusion, multiplex flow cytometry, MLPCN library. AID 2029, 2009. hit rate 0.065% among 320,000. S. cerevisiae CIT2-GFP strain, 3 h; 100 means same as DMSO wells. GFP response vs DMSO, % at 10 µM;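 active = GFP response relative to DMSO above a set limit, near the screen mean plus 3 SD, cut at about 150% in these data; inconclusive = Fewer than 70 cells measured for a yeast strain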;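 also: ratio of well median GFP fluorescence to mean of DMSO wells on the plate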
# AHR act = AHR activators, primary screen, cell-based, luminescence, luciferase reporter, human; Aryl hydrocarbon receptor (Homo sapiens), P35869; AHR-responsive luciferase reporter cells; activation, % at 5 µM; hit rate 2.5% among 320,000; in the data active = activation above about 47%;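 also: 0% = vehicle wells and 100% = reference agonist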
# Target sequence (P35869 whole entry, looked up): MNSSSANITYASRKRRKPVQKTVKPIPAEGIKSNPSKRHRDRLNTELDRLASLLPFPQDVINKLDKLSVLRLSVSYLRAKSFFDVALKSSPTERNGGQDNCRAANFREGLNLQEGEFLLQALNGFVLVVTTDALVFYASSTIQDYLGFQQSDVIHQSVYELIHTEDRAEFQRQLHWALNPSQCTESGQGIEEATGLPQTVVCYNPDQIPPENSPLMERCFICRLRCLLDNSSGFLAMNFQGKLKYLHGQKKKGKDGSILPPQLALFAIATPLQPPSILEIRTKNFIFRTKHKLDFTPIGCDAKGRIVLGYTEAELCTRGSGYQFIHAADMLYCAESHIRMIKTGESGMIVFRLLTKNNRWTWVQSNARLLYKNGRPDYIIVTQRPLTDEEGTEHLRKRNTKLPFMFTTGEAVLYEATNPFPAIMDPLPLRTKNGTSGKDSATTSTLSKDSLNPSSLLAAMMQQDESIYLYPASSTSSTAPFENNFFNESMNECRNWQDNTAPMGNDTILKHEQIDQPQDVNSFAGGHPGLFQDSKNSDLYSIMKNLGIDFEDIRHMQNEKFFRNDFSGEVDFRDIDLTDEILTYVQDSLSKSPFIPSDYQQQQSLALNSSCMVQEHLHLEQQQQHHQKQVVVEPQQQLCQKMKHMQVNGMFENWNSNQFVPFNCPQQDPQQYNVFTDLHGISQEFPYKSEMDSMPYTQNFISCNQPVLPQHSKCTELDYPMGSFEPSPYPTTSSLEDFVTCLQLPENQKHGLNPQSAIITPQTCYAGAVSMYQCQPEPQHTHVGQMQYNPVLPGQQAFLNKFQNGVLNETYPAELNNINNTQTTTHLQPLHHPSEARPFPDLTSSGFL
# Efflux pump inh = inhibitors of Candida efflux pumps in yeast, primary screen, S. cerevisiae, Nile Red, multiplex | S. cerevisiae Candida pump triplex | inhibition, % at 10 µM | hit rate 0.44% among 330,000 | AID 485275, 2010;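 active = plate passing quality check with inhibition over a set limit, or well fluorescence over plate mean plus 4 SD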;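 also: Nile Red retained in pooled yeast measured as flow cytometry median fluorescence; 0% = buffer negative control and 100% = Enniatin B positive control; higher means more Nile Red kept so more efflux inhibition; some compounds called inactive have numbers as strong as hits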
# LAP4 TOR yeast = modulators of LAP4-GFP expression in yeast, primary screen, S. cerevisiae, multiplex flow cytometry, MLPCN library | 3 h; median GFP as percent of DMSO wells | GFP response vs DMSO, % at 10 µM | hit rate 0.34% among 320,000 | AID 2023, 2009;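 active = GFP response vs DMSO above a set limit, about the screen mean plus 3 SD, cut at about 150% in these data; inconclusive = under 70 cell events counted for the yeast strain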
# Active calls of the source: *; u = inconclusive; x = no result given; [ ] = dose if it differs, or a comment.
SMILES,RPL19A TOR yeast,MEP2-GFP yeast,Yeast superoxide,AGP1-GFP MLPCN,CIT2-GFP yeast,AHR act,Efflux pump inh,LAP4 TOR yeast
COC(=O)c1ccccc1C(=O)N1CCCC(CNC(=O)c2ccc(F)cc2)C1 (configuration not stated),101,98,91,102,102,3,-0.1,98
CC(C)Sc1nc2c(c(=O)[nH]1)C(c1cccs1)C1=C(CC(C)(C)CC1=O)N2 (configuration not stated),96,106,107,107,106,8,-0.1,104
CCOC(=O)c1c(C)[nH]c(C(=O)OCC(=O)Nc2cc(Cl)ccc2OC)c1C,x,101,84,103,116,21,-0.3,101
COC(=O)c1c(NC(=O)COC(=O)c2ccc(NC(=O)CC#N)cc2)sc2c1CCCCC2,98,100,107,112,101,-2,0.0,106
CCOc1ccc(S(=O)(=O)N2CCCC(C(=O)NCc3cccnc3)C2)cc1Cl (configuration not stated),95,91,93,89,90,0,0.0,84
CN1CCN(C(=O)N2c3ccccc3C=Cc3ccccc32)CC1,100,106,88,103,93,-1,0.0,104
O=C(Nc1cccc([N+](=O)[O-])c1)c1ccc(N2CCCC2=O)cc1,102,100,116,103,88,-6,-0.1,107
Cc1[nH]c(C)c(S(=O)(=O)N2CCN(c3ccccc3)CC2)c1C(=O)N1CCCCC1,47*[may fluoresce violet],509*[may fluoresce violet],117,u,u,3,0.2,116[may fluoresce violet]
COc1ccccc1NC(=O)c1ccc([N+](=O)[O-])o1,99,86,107,95,89,0,-0.2,159*
CCOC(=O)CCNC(=O)N1CCCC(N(C)CCc2ccc(OC)c(OC)c2)C1 (configuration not stated),103,100,79,100,98,0,0.0,93
COc1ccccc1N1CCN(C(=O)C2CC2)CC1,95,99,103,100,89,-3,0.2,99
CC1(C)CC(=O)C2=C(C1)Oc1nc3ccccc3cc1C2C(C#N)C#N (configuration not stated),100,93,83,100,95,43,0.0,101
CCCOc1ccc(C2c3c(oc4cc(C)c(C)cc4c3=O)C(=O)N2CCCN(C)C)cc1OCC (configuration not stated),101,106,118,105,98,2,0.2,106
O=C(c1ccc(CS(=O)c2cccc(Cl)c2)o1)N1CCOCC1 (configuration not stated),101,105,121,106,107,-1,-0.1,105
O=C(CSc1nnc(-c2cccs2)n1C1CC1)NC1CCS(=O)(=O)C1 (configuration not stated),93,95,98,99,94,-2,-0.5,92
CSCCNC(=O)c1ccc(OC2CCN(CCc3ccccc3)CC2)cc1,101,103,85,100,96,-1,0.0,94
CC1(C(=O)NNC(=S)NCc2ccco2)CC1(Cl)Cl (configuration not stated),94,68,84,87,91,-1,0.0,104
COc1cccc(CN(C)C(=O)c2cc(COc3ccc4ncccc4c3)on2)c1,u,u,97,u,u,-2,-0.3,u
CC(=O)Nc1nccc(-c2cc(-c3ccccc3)no2)n1,95,95,87,98,95,50*,-0.2,113
COC(=O)Cn1c2nc3ccccc3nc2c2cccc(C)c21,103,113,104,100,99,x,-0.1,97
N#Cc1ccccc1OCC(=O)OCC(=O)N1CCCC1,96,96,88,97,101,1,0.1,91
CC(C)=NOCC(=O)Nn1c(COc2ccccc2)nc2ccccc2c1=O,101,96,100,98,110,2,-0.1,88
CCCc1cnc(N2CCN(C(=S)NC)CC2)nc1,94,100,106,99,86,-3,0.1,107
Cc1ccc(NC(=O)N2CCC(NC(=O)c3ccco3)CC2)cc1,106,102,92,95,110,0,0.0,82
Cc1nc(-c2ccc(O)c(O)c2)cs1,96,107,108,107,106,3,-0.2,108

# For reference, some entries already given.
SMILES,RPL19A TOR yeast,MEP2-GFP yeast,Yeast superoxide,AGP1-GFP MLPCN,CIT2-GFP yeast,AHR act,Efflux pump inh,LAP4 TOR yeast
O=C(c1ccc(CS(=O)c2cccc(Cl)c2)o1)N1CCOCC1 (configuration not stated),101,105,121,106,107,-1,-0.1,105
O=C(CSc1nnc(-c2cccs2)n1C1CC1)NC1CCS(=O)(=O)C1 (configuration not stated),93,95,98,99,94,-2,-0.5,92

# Next section
SMILES,RPL19A TOR yeast,MEP2-GFP yeast,Yeast superoxide,AGP1-GFP MLPCN,CIT2-GFP yeast,AHR act,Efflux pump inh,LAP4 TOR yeast
Cc1ccc2c(c1)=C(c1ccccc1)N(O)CC(=O)N=2,103,86,116,96,100,2,3.6,93
Cc1cccc(C)c1NC(=O)c1sccc1SCC#N,102,102,117,105,103,0,-0.1,112
Cc1c(C)c2c(OCC(=O)N[C@@H](CC(C)C)C(=O)O)cc3c(c2oc1=O)CCC(C)(C)O3,101,105,94,97,98,x,0.0,95
Cc1ccc(-n2c(C)cc(=O)cc2C)c(C)c1,104,100,87,100,98,4,-0.1,96
Nn1c(=S)[nH]nc(Cc2ccc(O)cc2)c1=O,102,109,107,97,104,-2,0.2,90
COc1ccc(C(=O)CSc2nc(C)cc(C)n2)cc1C,97,107,95,95,89,19,0.0,102
C(=C\c1ccccc1)/C=N/Nc1nc(N2CCOCC2)nc(N2CCOCC2)n1,98,110,92,x,102,0,-0.2,106
Clc1ccccc1OCCN1CCC(Cc2ccccc2)CC1,96,106,102,98,91,1,0.0,114
C=CCc1ccccc1OCC(O)CNC1CCCC1 (configuration not stated),109,107,104,115,111,2,-0.2,109
CCCCCC(=O)NNC(=O)c1ccc(F)cc1,95,108,88,90,98,-1,-0.5,90
CC1CCN(c2nc(-c3ccccc3)cc(C(F)(F)F)n2)CC1,96,93,88,99,100,0,0.0,100
Cc1ccc(N2C(=O)SC(N(CC(=O)O)c3ccc(C)cc3)C2=O)cc1 (configuration not stated),97,66,97,79,94,0,0.0,106
O=C(NCCN1CCN(C(=O)c2cccc(OC(F)F)c2)CC1)c1cccc(OC(F)F)c1,112,124,86,121,108,1,0.1,138
Cc1cccnc1NC(=O)Nc1cccc(Cl)c1,106,103,104,105,99,1,-0.1,102
N#Cc1cc(-c2ccccc2)nnc1Sc1ccc(F)cc1,91,94,111,89,94,4,0.1,86
O=C(NNC(=O)c1csc(-c2cnccc2C(F)(F)F)n1)c1ccc(C(F)(F)F)cc1,99,98,99,107,103,15,-0.1,104
COc1ccc(-n2c(Cc3cccn3C)nnc2SCC(=O)Nc2ccc(Cl)cc2)cc1,99,105,101,105,94,3,0.2,100
C/C(=N\Nc1cccc(C(=O)O)c1)c1ccc2c(c1)Nc1ccccc1S2,103,103,88,100,106,-4,-0.1,103
Cc1cc2c(ncn2C)c(NS(=O)(=O)c2ccccc2Cl)c1C,101,99,93,102,104,9,0.0,97
Cc1nn(-c2ccccc2)c(C)c1/C=N/n1c(-c2ccc(Cl)cc2)n[nH]c1=S,104,100,101,108,104,5,0.0,102
Cc1occc1-c1nc(-c2ccccn2)no1,103,95,100,89,95,6,0.1,96
Cc1ncc(CN2CCC(C(=O)Nc3cccc(-c4cscn4)c3)CC2)cn1,97,89,86,97,96,10,-2.6,96
CCCCNc1c(-c2ccc(OC)c(SC3CCCCC3)c2)nc2ccc(C)cn12,95,92,108,88,90,2,0.4,99
O=C(COc1ccccc1)N(Cc1cccc(F)c1)C1CCS(=O)(=O)C1 (configuration not stated),44*[may fluoresce violet],139[may fluoresce violet],84,16[may fluoresce violet],u,2,-0.1,86[may fluoresce violet]
Fc1ccc(F)c(NC(=S)NCCc2ccccc2)c1,94,101,106,90,91,3,-0.3,110
SMILES,RPL19A TOR yeast,MEP2-GFP yeast,Yeast superoxide,AGP1-GFP MLPCN,CIT2-GFP yeast,AHR act,Efflux pump inh,LAP4 TOR yeast
Cc1ccc2c(Cl)cc(Cl)c(OCC(=O)N3CCOCC3)c2n1,95,96,82,89,88,4,-0.2,98
CCOC(=O)c1oc2ccccc2c1COC(=O)C(C)NC(=O)c1ccco1 (configuration not stated),93,98,80,92,83,-1,0.3,85
Oc1[nH]c2ccccc2c1N=NC(=S)NCCc1ccccc1,103,101,102,99,84,15,0.1,105
C=C(C)CSc1nc(N)c(C#N)c(-c2ccc(C)cc2)c1C#N,94,89,109,88,x,19,0.1,90
O=C(Cn1cnc2ccccc2c1=O)NCc1ccco1,99,99,99,94,99,0,0.0,102
CC(=O)Nc1nc(C)c(-c2csc(Nc3ccc(S(N)(=O)=O)cc3)n2)s1,97,100,89,103,100,3,-0.1,112
COc1cc(/C=N/NC(=O)c2ccc(Cl)c(S(N)(=O)=O)c2)ccc1OCC(N)=O,95,99,93,102,97,2,-0.1,109
CC1=C(C(N)=O)C(c2ccc(C)o2)C(C(N)=O)=C(C)N1,99,101,98,100,105,3,-0.1,100
CCOc1ccc(N/C(C)=C/C(=O)c2ccc(C)o2)cc1,100,101,90,99,109,-2,0.0,84
COc1ccc(Cc2nc3ccc(C(=O)N(C)C(C)c4ccon4)cc3o2)cc1 (configuration not stated),101,82,95,106,98,9,-0.1,190*
O=C(NCCOc1ccccc1F)c1cc(F)c(F)cc1Cl,92,101,92,91,91,0,0.0,85
CCc1ccc(N(C(=O)c2snc(C(N)=O)c2N)C(C(=O)NCCC(C)C)c2c[nH]c3ccccc23)cc1 (configuration not stated),100,103,90,105,100,1,-0.2,93
COc1ccc(CNCC(O)COCc2cccs2)cc1 (configuration not stated),100,95,113,103,x,0,-0.1,105
CC1CCC(NC(=O)CCS(=O)(=O)c2ccc3c(c2)CC(C)N3C(=O)C2CC2)CC1 (configuration not stated),91,102,92,94,97,3,0.1,89
COc1cc(CN2CCN(C(=O)c3ccc(-c4ccccc4)cc3)CC2)cc(OC)c1OC,97,125,96,106,107,0,-0.1,110
COc1ccc(N2CCN(CCCNC(=O)CN3CCN(Cc4ccccc4C)C3=O)CC2)cc1,92,97,107,101,98,6,-0.1,95
Cc1cc2c(cc1S(=O)(=O)NCc1ccccc1)OCC(=O)N2,106,104,103,102,106,-2,-0.1,103
COc1ccc(S(=O)(=O)N2CCCCCC2)cc1C(=O)N(C)CC(=O)Nc1ccccc1Br,98,102,98,107,101,-2,0.0,102
CCn1ncc(CN2CCN(C(=O)Nc3ccccc3C(=O)OC)CC2)c1C,101,104,95,108,100,4,0.2,118
CCOc1ccc(NC(=O)Cn2nnc(C(=O)NCc3ccccc3OC)c2N)cc1,97,99,97,95,88,4,0.0,103
COc1ccc(N2CCN(C(CNC(=O)C(=O)NC3CCCC3)c3ccco3)CC2)cc1 (configuration not stated),97,98,101,99,104,0,-0.1,92
C[C@H]1CCC[C@@]2(O[C@@H](CCO)C[C@H](O)[C@H]2O)O1,97,95,115,88,96,-2,-0.1,127
Cc1onc(-c2c(Cl)cccc2Cl)c1C(=O)Nc1ccc2c(c1)OCO2,99,100,91,105,102,15,0.0,103
Cc1cc(=O)[nH]c(N/N=C/C(C)c2ccccc2)n1 (configuration not stated),97,97,97,105,103,10,-0.1,106
Cc1ccsc1/C=C1\SC(N2CCOCC2)=NC1=O,87,86,113,73,85,19,0.1,85
CCN(CC)CCNC(=O)C1(O)c2cc(Br)ccc2NC(=O)N1c1ccc(Cl)cc1 (configuration not stated),103,102,81,98,103,2,-0.1,99
Cc1ccc(C(=O)/C=C\NCc2ccccc2)cc1,96,96,87,82,94,0,-0.1,86
O=C(O)c1cnn(-c2nc(-c3cccc([N+](=O)[O-])c3)cs2)c1C(F)(F)F,103,105,115,102,91,13,-0.1,103
CN(C)S(=O)(=O)Oc1ccccc1C(=O)Nc1ccc(F)cc1,99,97,96,96,94,4,0.0,87
CN(C)c1ccc(/C=N/NC(=O)c2sccc2-n2cccc2)cc1,98,115,108,91,92,72*,0.0,114

# Assay outcomes (PubChem BioAssay)

# Compounds were not picked by outcome; about 3.9% have a hit in one of these screens.
